Compound activity deposited in PubChem by National Center for Advancing Translational Sciences (NCATS).
Tb PFK inh: blocks T. brucei phosphofructokinase; Potency, µM (top dose mostly 57.5 µM), for the others: top-dose activity, negative = inhibition, most hits filed as inhibitors; 0.17% of 330,000 active; T. brucei PFK, ADP-Glo luminescence; O15648;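 further: potency means the concentration at half of the fitted maximal effect; 0% = uninhibited 1x PFK enzyme wells and -100% = no-enzyme wells; nearly all actives have a fitted effect of over 60% in size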
Target sequence (O15648 whole entry, looked up): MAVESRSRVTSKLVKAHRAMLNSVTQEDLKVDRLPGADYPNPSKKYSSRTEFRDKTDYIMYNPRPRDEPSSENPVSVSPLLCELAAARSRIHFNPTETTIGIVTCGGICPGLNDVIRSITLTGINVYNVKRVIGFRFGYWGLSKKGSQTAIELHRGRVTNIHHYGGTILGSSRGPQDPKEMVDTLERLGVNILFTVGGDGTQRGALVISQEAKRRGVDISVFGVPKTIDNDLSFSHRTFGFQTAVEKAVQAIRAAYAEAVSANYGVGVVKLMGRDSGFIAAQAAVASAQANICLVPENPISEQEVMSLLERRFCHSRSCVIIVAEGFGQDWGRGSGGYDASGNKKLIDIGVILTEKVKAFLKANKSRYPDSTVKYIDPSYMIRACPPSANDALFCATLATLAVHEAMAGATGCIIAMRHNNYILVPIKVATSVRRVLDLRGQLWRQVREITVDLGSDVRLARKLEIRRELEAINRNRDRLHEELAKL
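Activity is normalized to no-enzyme wells (full inhibition) and 1.25 nM enzyme wells (no inhibition). Reaction: 0.5 mM F6P, 0.1 mM ATP, 45 min RT, ADP-Glo luminescence; concentration-response curves fitted and classed by quality.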
Chronic BCR inh: inhibitors of chronic active B-cell receptor signaling; ABC-DLBCL IkBa-CBG/CBR reporter, luminescence ratio, 4 h; Potency, µM (top dose mostly 46.1 µM), for the others: at the highest dose ratio change, negative = lower green/red ratio, most hits filed as inhibitors; 0.05% of 340,000 active; AID 493014; active means well fitted inhibition curve with a large enough effect in the signal ratio, with a control signal flat, not every such curve was filed as active; inconclusive means small, poorly fitted or top-dose-only effect, or effect the other way, or a change in a side signal; the % refers to the signal ratio;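 further: potency means the concentration at half of the fitted maximal effect; plate controls were basal doxycycline-induced cells for no effect and cells given 10 µM MG132 for full effect; MG132 reads +100%, hits lower the ratio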
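TMD8 human ABC-DLBCL cells with doxycycline-inducible IκBα–green luciferase fusion and unfused red luciferase, in 0.5% FBS medium; compounds up to 46 uM, 4 h at 37C. Green/red luminescence ratio, filter-overlap corrected, fitted to concentration-response curves.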
A-T KAP1 phos: potential ataxia-telangiectasia treatments restoring KAP-1 phosphorylation | Potency, µM (doses to about 57.5 µM), without a hit: at the highest dose activation, hits mostly activators | 0.19% of 320,000 active | […] A-T fibroblasts, KAP-1 phosphorylation AlphaLISA; neocarzinostatin DNA damage 30 min before lysis; further: potency means the concentration at half of the fitted maximal effect; % of control where 0% means no effect; nearly all actives have a fitted effect of over 45% in size
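hTERT-immortalized A-T patient fibroblasts ([…]), 500 cells/well in OPTI-MEM, 1% FBS, got compounds for 60 min, then NCS for 30 min at 37C. Lysates were then assayed for phospho-KAP-1 by AlphaLISA (anti-pKAP1 donor, anti-KAP1 acceptor beads), 6 hr at 25C.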
TCR act: activators of T cell receptors | Potency, µM (series often up to 9.22 µM), for the others: at the top dose activation of IL-2 secretion, actives largely listed as activators | primary human leukocytes, anti-CD3, IL-2 HTRF, 48 h | 330,000 tested, under 10 active | AID 504894; further: % of control where 0% means no effect
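Compounds are tested in HTS on primary human leukocytes co-incubated with a-CD3 beads for 48 hr. IL-2 output is measured by time-resolved FRET.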
a7 integrin act: activates integrin-mediated alleviation for muscular dystrophy; Potency, µM (series often up to 38.3 µM), inactives show at the top dose activation, usual class: activators; alpha7betagal myoblasts, beta-gal FDG fluorescence, 48 h; 0.064% of 350,000 active;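 further: potency means the concentration at half of the fitted maximal effect; 100% = response of the positive control SU9516; nearly all actives have a fitted effect of over 60% in size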
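Alpha7betagal+/- myoblasts (passage 13) were plated 16-24 hr, then exposed to compounds (1:260 dilution of DMSO stock) for 48 hours at 37C. After MPER lysis, β-galactosidase reporter activity was read as FDG fluorescence (ex 480/em 540) after 30 minutes.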
Mito fusion yeast: inhibitors of mitochondrial division or activators of mitochondrial fusion; S. cerevisiae fusion-defective mutant growth rescue, CellTiterGlo 48 h; Potency, µM (series often up to 46.1 µM), for inactives: at the highest dose growth rescue (activation), hits mostly activators; 0.23% of 320,000 active; AID 485298;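 further: potency means the concentration at half of the fitted maximal effect; % of control where 0% means no effect; nearly all actives have a fitted effect of over 45% in size; temperature-sensitive fusion mutants such as fzo1-1 at 37 °C on non-fermentable ethanol glycerol medium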
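Compounds are tested for their ability to restore growth of mitochondrial fusion-defective yeast strains at non-permissive 37C in YPEG medium over 48 hours. Viability is quantified by luciferase luminescence.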
Eya2 inh: inhibitors of human Eya2 phosphatase activity; O00167; recombinant Eya2, OMFP fluorescence dephosphorylation (OMFP is methylfluorescein phosphate); Potency, µM (highest dose often 76.9 µM), without a hit: top-dose activity, negative = inhibition, usual class: inhibitors; 0.006% of 330,000 active; further: potency means the concentration at half of the fitted maximal effect; on the % scale 0 is the no-effect control and ±100 the full control effect
Target sequence (O00167 whole entry, looked up): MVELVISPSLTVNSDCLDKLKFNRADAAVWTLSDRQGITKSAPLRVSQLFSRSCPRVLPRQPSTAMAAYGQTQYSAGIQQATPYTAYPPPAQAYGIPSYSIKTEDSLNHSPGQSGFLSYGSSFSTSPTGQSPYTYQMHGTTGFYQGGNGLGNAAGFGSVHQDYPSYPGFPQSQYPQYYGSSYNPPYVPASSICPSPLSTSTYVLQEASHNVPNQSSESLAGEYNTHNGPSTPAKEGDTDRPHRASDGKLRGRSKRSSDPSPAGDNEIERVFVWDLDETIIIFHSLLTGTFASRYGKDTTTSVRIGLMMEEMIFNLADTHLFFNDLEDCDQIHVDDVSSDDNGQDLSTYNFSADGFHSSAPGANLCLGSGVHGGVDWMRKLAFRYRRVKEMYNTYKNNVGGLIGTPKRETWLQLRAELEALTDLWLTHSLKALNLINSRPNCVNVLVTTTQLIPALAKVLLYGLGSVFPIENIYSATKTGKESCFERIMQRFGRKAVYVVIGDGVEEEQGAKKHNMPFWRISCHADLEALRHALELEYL
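Eya2 protein (added as 0.2 uM solution) was preincubated with compound for 10 min at ambient temperature in 50 mM HEPES pH 7.5, 50 mM NaCl, 5 uM MgCl2, 0.05% BSA, 1 mM DTT. OMFP (added at 50 uM) then reacted 10 min; fluorescence read at 485/525 nm.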
ELG1 DNA repair: inhibitors of ELG1-dependent DNA repair in HEK293T cells | AID 504467 | 2.3% of 330,000 active | Potency, µM (titrated, usually from 46.1 µM), without a hit: at the top dose activity change, negative = inhibition, most hits filed as inhibitors | HEK293T ELG1-luciferase reporter, luminescence, 16 h; DNA damage induced by 5-fluorouridine; further: potency means the concentration at half of the fitted maximal effect; on the % scale 0 is the no-effect control and ±100 the full control effect; nearly all actives have a fitted effect of over 55% in size
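Luminescence from the luciferase reporter, measured 30 min after ONE-Glo reagent at room temperature, was the read-out. Beforehand, 2,000 cells per well were exposed for 16 hr at 37 °C to 5-fluorouridine together with compound or vehicle.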
S-ASM inh: inhibitors of human secretory acid sphingomyelinase | P17405 | placental ASM, HMU-PC fluorogenic substrate, 60 min | Potency, µM (doses to about 57.5 µM), for the others: top-dose activity change, negative = inhibition, usual class: inhibitors | 0.006% of 340,000 active; further: potency means the concentration at half of the fitted maximal effect
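HMU-PC0 cleavage (9 uM final) by human placental ASM, 60 min at 37 °C following 10 min compound exposure at RT; stopped at pH 10, fluorescence Ex 386/Em 447 nm.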
TSHR antag: antagonists of human thyroid stimulating hormone receptor | AID 504810 | TSHR-expressing cells, TSH-stimulated cAMP HTRF, 2 h; active compounds read low | P16473 | 0.2% of 330,000 active | activity change, negative = inhibition, % at 11.5 µM;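 active means activity change below a set negative limit, meaning inhibition stronger than a set level, cut at about -70% in these data; inconclusive means activity change between two set negative limits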; further: on the % scale 0 is the no-effect control and ±100 the full control effect
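Read-out is FRET at 665 nm (cryptate excitation 337 nm) from a cryptate-tagged anti-cAMP antibody, competed by cell cAMP against cAMP-d2. Compounds are tested on freshly harvested TSHR cells challenged with 4nM TSH (EC80) for 2 hours at 37 deg C.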
PTAP TSG101 blk: blocks PTAP/TSG101 interaction to inhibit HIV-1 budding; Q99816; AID 493005; Potency, µM (top dose mostly 115 µM), for the others: at the top dose activity change, negative = inhibition, most hits filed as inhibitors; 340,000 tested, under 10 active; Fluorescence polarization, FITC-PTAP peptide / Tsg101 binding; active means well fitted inhibition curve with a large enough effect in the main read-out, with a control signal flat, not every such curve was filed as active; inconclusive means small, poorly fitted or top-dose-only effect, or effect the other way, or a change in a side signal; inactive means no such curve, though single readings can be large or run the other way; further: potency means the concentration at half of the fitted maximal effect; % of control where 0% means no effect
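Compounds were pin-transferred onto Tsg101 binding domain (10 uM final) in HEPES pH 7.5 buffer, then FITC-PTAP peptide was added at 50 nM final. After 20 min at RT, polarization reported peptide displacement across a qHTS concentration series.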
* marks the source's active call; other numbers are inactive results; ? = inconclusive; . = no result given; [ ] = another dose, or the depositor's remark. Unless noted, the call rests on the fitted dose curve; in most records, active means well fitted curve in the direction sought with a large enough effect; inconclusive means small, poorly fitted or top-dose-only effect, or another doubt; inactive means no such curve, though single readings can be large; an effect the other way counts as inactive or inconclusive.

no.	SMILES	Tb PFK inh	Chronic BCR inh	A-T KAP1 phos	TCR act	a7 integrin act	Mito fusion yeast	Eya2 inh	ELG1 DNA repair	S-ASM inh	TSHR antag	PTAP TSG101 blk
1	O=C(Nc1cccc2c1C(=O)NC2=O)c1cccc(N2C(=O)CCC2=O)c1	0%	8%	5%	-5%	-2%	1%	7%	17%	4%	4	1%
2	COc1ccc(C(c2c(O)cc(C)oc2=O)c2c(O)cc(C)oc2=O)cc1	0%	2%	1%	.	-9%	-6%	-2%	20%	2%	-4	.
3	O=C(OCc1cccc(C(F)(F)F)c1)c1cc(S(=O)(=O)N2CCOCC2)ccc1F	-4%	-17%	2%	-9%	-23%	15%	-18%	29%	-1%	-27	-3%
4	Cc1ccc(S(=O)(=O)Nc2cccc(-n3cnnn3)c2)cc1	1%	-13%	0%	-4%	-4%	2%	2%	0%	-3%	-6	-3%
5	COc1cccc(CNc2ccc(C)c(Cl)c2)c1	-6%	2%	5%	3%	-20%	-7%	-16%	-21%	-7%	-1	-1%
6	O=C1CC(c2cccc(Cl)c2)Cc2nc(N3CCN(c4ccccc4)CC3)ncc21 (centres undefined)	-3%	0%	5%	3%	13%	1%	1%	2%	-3%	-5	-1%
7	O=c1[nH]nc(N/N=C/c2ccccc2OC(F)F)c(=O)[nH]1	3%	-9%	-3%	7%	4%	3%	?	-17%	6%	-7	-6%
8	COC(=O)c1cccc(C(=O)Nc2ccc(F)cc2)n1	-8%	?	-5%	0%	33%	3%	-4%	-14%	5%	-1	5%
9	C=CC[n+]1ccn(-c2nc3ccccc3nc2[N-]S(=O)(=O)c2cccs2)c1	8%	-2%	0%	0%	10%	-2%	-18%	?	.	-4	-2%
10	CC(C)c1cc(C(=O)O)on1	2%	3%	6%	1%	19%	11%	18%	22%	2%	12	0%
11	Cc1ccc(-n2c(-c3ccncc3)nnc2-c2ccco2)cc1	-5%	6%	6%	-3%	0%	2%	11%	-6%	2%	-6	-8%
12	COc1ccc2nc(NC(=O)c3cccc(S(=O)(=O)N4CCOCC4)c3)sc2c1	20%[0.46 µM]	?	3%	-16%	13%	0%	-9%	?	9%	-1	-3%
13	COc1cc(/C=N/n2c(-c3ccc4c(c3)NC(=O)CO4)csc2=Nc2cccc(C)c2)ccc1O	1%	?	-4%	2%[46.1 µM]	3%	7%	-1%	15µM*	44%[activator]	24	1%
14	Cc1cc(Cl)ccc1NC(=O)CCC(=O)O	2%	-2%	-5%	-9%[46.1 µM]	1%	-2%	-17%	1%	-2%	-2	-8%
15	COc1cc(NC(=O)Cn2cnc3c(SC)nc(N)nc32)cc(OC)c1OC	21%	?	-46%	-3%	-6%	.	-22%	5%	-2%	-9	2%
16	O=C(COC(=O)c1ccc2c(c1)OCO2)Nc1ccccc1	-4%	-10%	2%	-3%	-14%	-1%	-3%	-8%	2%	-6	-8%
17	O=C(/C=C/c1ccccc1)NC(NC(=S)Nc1cccc(O)c1)C(Cl)(Cl)Cl (centres undefined)	0%	20%	-5%	0%[46.1 µM]	-46%[inhibitor]	1%	?	?	-16%	-7	0%
18	Cc1cc(Cl)ccc1OCC(O)CN1C(C)CCCC1C (centres undefined)	0%	-13%	-12%	.	.	-8%	1%	-22%	.	-3	.
19	CCOC(=O)c1cc(C#N)c(SCC(=O)c2cc(C#N)c(SC)nc2C)nc1C	1%	3%	13%	-6%	-3%	4%	-9%	?	79%[activator]	-3	-5%
20	CC(Sc1nc2cc(Cl)ccc2s1)C(=O)Nc1cccc(S(=O)(=O)N2CCOCC2)c1 (centres undefined)	-1%	-8%	2%	6%[46.1 µM]	-18%	27%	-1%	?	-5%	-16	-6%

Record cards, as listed above. Order of screens: Tb PFK inh	Chronic BCR inh	A-T KAP1 phos	TCR act	a7 integrin act	Mito fusion yeast	Eya2 inh	ELG1 DNA repair	S-ASM inh	TSHR antag	PTAP TSG101 blk
COc1ccc2nc(NC(=O)c3cccc(S(=O)(=O)N4CCOCC4)c3)sc2c1 across the screens: 20%[0.46 µM]	?	3%	-16%	13%	0%	-9%	?	9%	-1	-3%
COc1cc(/C=N/n2c(-c3ccc4c(c3)NC(=O)CO4)csc2=Nc2cccc(C)c2)ccc1O across the screens: 1%	?	-4%	2%[46.1 µM]	3%	7%	-1%	15µM*	44%[activator]	24	1%
O=C(/C=C/c1ccccc1)NC(NC(=S)Nc1cccc(O)c1)C(Cl)(Cl)Cl (centres undefined) across the screens: 0%	20%	-5%	0%[46.1 µM]	-46%[inhibitor]	1%	?	?	-16%	-7	0%
CCOC(=O)c1cc(C#N)c(SCC(=O)c2cc(C#N)c(SC)nc2C)nc1C across the screens: 1%	3%	13%	-6%	-3%	4%	-9%	?	79%[activator]	-3	-5%

(next part)
no.	SMILES	Tb PFK inh	Chronic BCR inh	A-T KAP1 phos	TCR act	a7 integrin act	Mito fusion yeast	Eya2 inh	ELG1 DNA repair	S-ASM inh	TSHR antag	PTAP TSG101 blk
21	CCC(=O)N(CCc1ccccc1)Cc1cc2cccc(C)c2[nH]c1=O	-2%	1%	1%	-3%	-28%	8%	-4%	?	2%	34	0%
22	COCCn1c(SCC(=O)Nc2ccccc2)nc2c(oc3ccccc32)c1=O	-7%	2%	8%	7%	3%	6%	12%	?	0%	-9	-4%
23	S=C(NCc1ccccn1)Nc1ccc(Cl)c(Cl)c1	-17%	?	4%	-6%	11%	-3%	-4%	11%	0%	-7	0%
24	CCOC(=O)N1CCC(N(CCOC)C(=S)Nc2cccc(SC)c2)CC1	-5%	-10%	-3%	-2%	?	-4%	7%	-12%	5%	7	-4%
25	O=[N+]([O-])c1ccccc1NCCNS(=O)(=O)c1ccc(Cl)cc1	1%	0%	-7%	-1%	14%	5%	-7%	22%	-9%	14	-3%
26	O=c1ccc2[n+]([O-])c3ccc(O)cc3oc-2c1	?	?	-8%	-4%	0%	-18%	-11%	?	-2%	-35	-12%
27	Cc1ccc(NC(=O)CCN2C(=O)CSC2=O)c(C)c1	-1%	1%	-4%	2%[46.1 µM]	-2%	-10%	10%	13%	0%	-5	-3%
28	CCc1nn(CCCC(=O)NCc2ccco2)c(=O)c2cc3occc3n12	0%	?	2%	-19%	16%	0%	-1%	19%	1%	-3	-6%
29	COc1cccc(CN(C)C(=O)CNC(=O)c2ccc(-c3ccccc3)cc2)c1OC	1%	17%	-5%	2%	-34%	13%	7%	?	11%	-42	1%
30	O=C(CSc1nc2c(c(=O)n1-c1ccc(F)cc1)SCC2)NCC1CCCO1 (centres undefined)	4%	1%	-2%	0%	-20%	-2%	14%	4%	3%	15	-4%
31	CC(C)CCN(C(=O)CCCSc1nc2ccccc2[nH]1)c1c(N)n(Cc2ccccc2)c(=O)[nH]c1=O	?	8%	2%	-3%	-15%	3%	2%	-8%	36%[activator]	3	-12%
32	CN(C)/C=C/C(=O)c1nnn(C2CCCCC2)c1NC1CCCCC1	0%	6%	-9%	8%	16%	16%	-3%	?	1%	-15	-3%
33	Cn1c(SCC(=O)Nc2ccc(N3CCOCC3)cc2)nnc1-c1ccccc1F	-2%	15%	2%	1%	?	8%	14%	22%	2%	2	-4%
34	COc1ccccc1CNC(=O)COC(=O)c1nc(Cl)ccc1Cl	2%	-1%	6%	-24%	6%	3%	-3%	7%	-5%	.	-2%
35	CC(C)C1Cc2[nH]c(=O)c(C(=O)O)cc2CO1 (centres undefined)	-13%	7%	-4%	5%	9%	-4%	-6%	13%	1%	9	0%
36	CC(C)(C)NC(=O)CSc1nnc(-c2c[nH]c3ccccc23)o1	2%	-8%	11%	0%	1%	-4%	3%	?	-2%	-5	-1%
